GLS inh = blocks human kidney-isoform glutaminase activity | O94925 | GLS enzymatic activity, qHTS titration | Potency, µM (top dose mostly 45.5 µM), for the others: top-dose activity change, negative = inhibition, usual class: inhibitors | actives 0.21% (n = 410,000); also: potency is read from the fitted curve at half-maximal effect; % is scaled to controls: 0 for no effect and ±100 for the full control effect
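hKGA in 45 mM KH2PO4 pH 8.2, 0.02% Tween-20 with pin-transferred compounds; 1 mM L-glutamine (stock) plus glutamate oxidase/HRP/Amplex Red coupling added. Fluorescence read initially and after 30 min at RT.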
JMJD2A Tudor inh = inhibitors of human JMJD2A Tudor domain. O75164. AlphaScreen JMJD2A-Tudor / H3K4me3 peptide binding. Potency, µM (doses to about 114 µM), for inactives: top-dose activity change, negative = inhibition, most hits filed as inhibitors. actives 4.4% (n = 390,000). AID 504339; also: potency is read from the fitted curve at half-maximal effect; % is scaled to controls: 0 for no effect and ±100 for the full control effect; nearly all actives have a fitted effect of over 50% in size
G9a block = G9a (human) methyltransferase inhibition; Q96KQ7; G9a H3K9 monomethylation, AlphaScreen, 2 h; Potency, µM (top dose mostly 102 µM), for the others: at the top dose activity, negative = inhibition, most hits filed as inhibitors; actives 8.8% (n = 350,000); AID 504332; also: potency is read from the fitted curve at half-maximal effect; % is scaled to controls: 0 for no effect and ±100 for the full control effect; nearly all actives have a fitted effect of over 75% in size
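Quantitative HTS format: methyltransferase activity on a biotin-tagged H3K9 peptide is measured by AlphaScreen, using a rabbit anti-monomethyl-H3K9 antibody with streptavidin donor and anti-IgG acceptor beads. Final levels are 20 nM enzyme, 500 nM peptide, 20 uM SAM; 2 h RT.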
PI4K2A inh = inhibitors of human PI4K2A; Q9BTU6; purified PI4K2A, ADP-Glo luminescence, 1 h; active compounds read low; activity change, negative = inhibition, % at 76.9 µM; actives 0.13% (n = 420,000); AID 1346378; in the data active = activity change below about -50%; inconclusive = mostly about -30% to -49%;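 also: -100% = wells without enzyme as full effect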
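Compounds are screened against recombinant PI4K2A using PI as substrate and ATP, the latter dispensed at 300 microM. Reactions run one hour at ambient temperature before ADP-Glo detection; full inhibition defined by wells lacking enzyme.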
Pin1 inh = human Pin1 inhibition; Q13526; Pin1 FP peptide displacement, HiFluor488, 10 min; Potency, µM (series often up to 115 µM), without a hit: top-dose activity, negative = inhibition, hits mostly inhibitors; actives 0.009% (n = 390,000); active = well fitted inhibition curve with a large enough effect in the polarisation, with a control signal flat, not every such curve was filed as active; inconclusive = small, poorly fitted or top-dose-only effect, or effect the other way, or a change in a side signal; inactive = no such curve, though single readings can be large or run the other way; the % refers to the polarisation; also: potency is read from the fitted curve at half-maximal effect; % is scaled to controls: 0 for no effect and ±100 for the full control effect
ERG Ets-DNA blk = inhibitors of human ERG Ets domain-DNA interaction; P11308; fluorescence polarization, His-ERG Ets domain / labelled DNA; Potency, µM (doses to about 76.9 µM), for inactives: at the highest dose FP activity, negative = inhibition, hits mostly inhibitors; actives 0.028% (n = 370,000); AID 624246; active = well fitted inhibition curve with a large enough effect in the polarisation, with a control signal flat; inconclusive = small, poorly fitted or top-dose-only effect, or effect the other way, or a change in a side signal; inactive = no such curve, though single readings can be large or run the other way; the % refers to the polarisation;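 also: polarization taken with two DNA probes labelled with fluorescein and Texas red; potency is read from the fitted curve at half-maximal effect; % of control where 0% means no effect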
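His-tagged ERG Ets domain (1 uM in the protein solution; 300mM KCl, 50mM Tris-HCl, 1mM EDTA, 1mM DTT, pH 7.5) received compound, then a probe mix of 5 nM fluorescein-DNA and 100nM Texas-615-DNA. Fluorescence polarization was read for both dyes.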
HP1b chromo inh = blocks HP1-beta chromodomain binding to methylated histone tails; actives 0.56% (n = 390,000); Potency, µM (highest dose often 114 µM), inactives show at the highest dose activity change, negative = inhibition, actives largely listed as inhibitors; AlphaScreen HP1-beta / biotin-H3K9me3 peptide binding; P83916; AID 540317; also: potency is read from the fitted curve at half-maximal effect; nearly all actives have a fitted effect of over 70% in size; inactives centre near 23
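Compound inhibition of the preformed complex between 50 nM HP1-beta and 50 nM biotinylated H3K9me3 peptide was read by AlphaScreen. Buffer was PBS pH 7.4 with 0.01% Tween-20. Incubations ran 30 min at room temperature, with 10 ug/mL donor/acceptor beads.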
BAZ2B block = blocks human BAZ2B; actives 4.4% (n = 360,000); AID 504333; Potency, µM (highest dose often 114 µM), inactives show at the highest dose activity change, negative = inhibition, hits mostly inhibitors; Q9UIF8; AlphaScreen BAZ2B-H3K14Ac peptide displacement; also: potency is read from the fitted curve at half-maximal effect; % is scaled to controls: 0 for no effect and ±100 for the full control effect; nearly all actives have a fitted effect of over 60% in size
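Multi-concentration screen (max 110 uM) measuring displacement of acetylated histone H3 peptide from BAZ2B by AlphaScreen, using 50 nM protein, 50 nM peptide and 10 ug/mL streptavidin donor plus Ni-chelate acceptor beads.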
Tb PGK inh = blocks T. brucei phosphoglycerate kinase | Potency, µM (highest dose often 57.5 µM), without a hit: at the top dose activity change, negative = inhibition, most hits filed as inhibitors | P07378 | PGK/GAPDH coupled, Kinase-Glo luminescence, 60 min | actives 0.043% (n = 380,000); also: potency is read from the fitted curve at half-maximal effect; % is scaled to controls: 0 for no effect and ±100 for the full control effect; nearly all actives have a fitted effect of over 60% in size
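Recombinant glycosomal PGK reaction used 1,3-bisphosphoglycerate generated in-well by GAPDH (100nM final) in 100mM TEA pH 7.6, 5mM MgCl2, 0.01% Tween-20. After 60 minutes at room temperature, ATP was read by Kinase-Glo Plus luminescence end-point.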
Numbers without * were called inactive; i = inactive; ? = inconclusive; . = not tested or not shown; & = joins results of further samples; [ ] = dose if it differs, or a comment. Unless noted, calls follow the shape of the dose curve; as a rule, active = well fitted curve in the direction sought with a large enough effect; inconclusive = small, poorly fitted or top-dose-only effect, or another doubt; inactive = no such curve, though single readings can be large; an effect the other way counts as inactive or inconclusive.

1. CCN1CCN(Cc2ccc(C(=O)Nc3ccc(C)c(NCc4cnc(NC(=O)OC)cn4)c3)cc2C(F)(F)F)CC1
2. NC(=O)CN1CCN(S(=O)(=O)c2ccc(Br)cc2)CC1
3. CN(C)c1cc(N/N=C/c2ccccc2C(F)(F)F)nc(N(C)C)n1
4. CCc1ccc(NS(=O)(=O)c2ccc3[nH]c(=O)[nH]c3c2)cc1
5. COc1cccc(/C=C2\SC(=S)N(C(Cc3ccccc3)C(=O)O)C2=O)c1 (stereo unspecified)
6. O=C(CCC(=O)Nc1ccccc1)NNC(=O)C(c1ccccc1)c1ccccc1

assay / entry	1	2	3	4	5	6
GLS inh	-5%&1%	3%	-5%	-12%	24%	-1%
JMJD2A Tudor inh	-30%	-6%	-3%	-3%	-34%	-20%
G9a block	?	-26%	-50%	-1%	45µM*	5%
PI4K2A inh	3&-3	-5	-6	1	2	6
Pin1 inh	4%	-1%	2%	-1%	?	-4%
ERG Ets-DNA blk	4%	12%	-26%	-8%	5%	0%
HP1b chromo inh	21%	21%	44%[activator]	31%	41%[activator]	10%
BAZ2B block	-26%	10%	-9%	-19%	?	0%
Tb PGK inh	-2%&-6%	i	-2%	i	5%	i

7. CCCCOc1ccccc1C1C(C(=O)OC)=CN(CC)C=C1C(=O)OC
8. CS(=O)(=O)Nc1ccc(C(=O)N2CCCC2)cc1
9. N#CC1=C(N)n2c(s/c(=C\c3ccco3)c2=O)=C(C#N)C1c1ccco1 (stereo unspecified)
10. COc1ccc(CC(=O)N2CCCC(CNC(=O)c3ccccc3Cl)C2)cc1 (stereo unspecified)
11. CC1CCN(C(=O)COC(=O)c2cc3ccccc3cc2O)CC1
12. CC(C)(C)c1ccc(C(=O)CCCSC2=C(C#N)C(c3ccco3)C3=C(CCCC3=O)N2)cc1 (stereo unspecified)

assay / entry	7	8	9	10	11	12
GLS inh	18%	-14%	11µM*	0%	11%	-8%
JMJD2A Tudor inh	100%[activator]	8%	56µM*	3%	-16%[57.1 µM]	?
G9a block	87%[activator][59 µM]	5%	?	4%	8%[59 µM]	?
PI4K2A inh	4	8	-17	3	-1	-1
Pin1 inh	7%	-5%	?	0%	?	39%[activator]
ERG Ets-DNA blk	0%	-4%	22%	11%	-7%	-6%
HP1b chromo inh	192%	18%	79µM*	33%	10%	11%
BAZ2B block	90%[activator]	6%	?	-7%	.	0%
Tb PGK inh	8%	-5%	?	-2%	2%	-11%

13. N#CC(=C1CCCC1)c1nc(-c2ccc(Cl)cc2)cs1
14. CCS(=O)(=O)c1ncc(Cl)c(C(=O)Nc2ccccc2)n1
15. COc1ccc(OC)c(/C=N/NC(=O)c2cc3c(OC)cccc3[nH]2)c1
16. O=C(CN1CCOCC1)NCCC12CC3CC(CC(C3)C1)C2
17. COc1ccccc1CC(NC(C)=O)C(=O)NC1CCN(C(=O)Nc2ccccc2F)CC1 (stereo unspecified)
18. C=CCn1c(N)c(C(=O)Nc2ccccc2OC)sc1=S

assay / entry	13	14	15	16	17	18
GLS inh	-2%	3%	0%	1%	-4%	-24%
JMJD2A Tudor inh	54%[activator]	-13%	-28%	-7%	-18%	?
G9a block	18%[59 µM]	?	-9%	-3%[59 µM]	-7%	?
PI4K2A inh	-2	-6	1	-1	5	8
Pin1 inh	55%[activator]	?	1%	1%	-3%	2%
ERG Ets-DNA blk	-1%	-1%	2%	2%	-2%	-2%
HP1b chromo inh	137%[activator]	41%[activator]	8%	25%	20%	?
BAZ2B block	-2%	-4%	-19%	3%	-2%	?
Tb PGK inh	1%	i	12%	5%	7%	-5%

19. Cc1ccc2nc(Cl)c(/C=N/NC(=O)c3ccccc3O)cc2c1
20. O=C(NCC1COc2ccccc2O1)C1(c2ccccc2)CCCC1 (stereo unspecified)
21. CCN(Cc1ccccc1)C(=O)c1ccc(SC)cc1OC
22. Cc1ccccc1NC(=S)N(CCN1CCCCCC1)Cc1cccs1
23. COc1ccc(NC(=O)CN(C)C(=O)CN2C(=O)NC3(CCCCC3)C2=O)cc1
24. CCCCc1cn([C@@H](CCCCNC(=O)OC(C)(C)C)C(=O)N2CCN(C(=O)OC(C)(C)C)CC2)nn1

assay / entry	19	20	21	22	23	24
GLS inh	-5%	-3%	-1%	14%	-3%	0%
JMJD2A Tudor inh	?	35%	-14%	-22%	-17%	?
G9a block	?	41%[activator]	-3%	?	?	-27%[12.7 µM]
PI4K2A inh	4	2	5	0	4	-5
Pin1 inh	25%	1%	-5%	1%	0%	8%
ERG Ets-DNA blk	9%	17%	2%	9%	4%	-3%
HP1b chromo inh	29%	83%[activator]	18%	33%	19%	25%
BAZ2B block	-4%	9%	0%	-20%	-2%	?
Tb PGK inh	-2%	-10%	-4%	-3%	-3%	7%

25. COc1ccc(C)cc1NC(=O)CN1C(=O)COc2ccc(S(=O)(=O)N3CCCCCC3)cc21
26. C#CCOCCOCCOCCNc1nc(N2CCN(C(=O)[C@H]([C@@H](C)CC)n3cc([C@@H](N)CO)nn3)CC2)nc(N2CCN(C(=O)[C@H](CCCCN)n3cc([C@@H](N)C(C)CC)nn3)CC2)n1 (stereo partly specified)
27. Cc1cc(NC(=O)CCC(=O)N(CC(=O)NC2CCCC2)Cc2ccccc2Cl)no1
28. C/C(=C\c1ccccc1)C(=O)c1c(C)cc(C)[nH]c1=O
29. CS(=O)(=O)c1ccc(C(=O)OC2CCOC2=O)cc1[N+](=O)[O-] (stereo unspecified)
30. Cn1c(=O)[nH]c(=O)c2c1nc(Br)n2CC(O)COc1ccccc1 (stereo unspecified)

assay / entry	25	26	27	28	29	30
GLS inh	0%&4%	-3%	-12%	4%	-14%	2%
JMJD2A Tudor inh	-15%&-12%	50µM*	-14%	-1%	-27%	-7%
G9a block	12%	12%[12.7 µM]	23%[2.33 µM]	?	50µM*	?
PI4K2A inh	-2&-2	-5	2	0	-4	3
Pin1 inh	-6%&1%	-7%	-2%	-4%	-13%	12%
ERG Ets-DNA blk	-7%&2%	-5%	-7%	0%	12%	.
HP1b chromo inh	-1%&18%	39%[activator]	70%[activator]	26%	6%	23%
BAZ2B block	-15%&-19%	50µM*	9%	2%	-23%	8%
Tb PGK inh	-6%&-9%	-5%	-13%	-1%	-4%	.

Reprinted from the part before: four compounds, then new ones.
27. Cc1cc(NC(=O)CCC(=O)N(CC(=O)NC2CCCC2)Cc2ccccc2Cl)no1
28. C/C(=C\c1ccccc1)C(=O)c1c(C)cc(C)[nH]c1=O
29. CS(=O)(=O)c1ccc(C(=O)OC2CCOC2=O)cc1[N+](=O)[O-] (stereo unspecified)
30. Cn1c(=O)[nH]c(=O)c2c1nc(Br)n2CC(O)COc1ccccc1 (stereo unspecified)
31. Cc1ccc(NC(=O)CN2C(=O)NC(C)(c3ccccc3)C2=O)c(C)c1 (stereo unspecified)
32. COc1cccc(N2CCN(C(=O)c3ccc4ccccc4c3)CC2)c1
33. O=C(O)c1cc(S(=O)(=O)N2CCCCC2)ccc1N1CCOCC1
34. O=C(Cc1ccccc1)NCCS(=O)(=O)N1CCN(c2cccc(Cl)c2)CC1
35. Cc1nn(C)cc1CN(C)C(=O)c1nn2c(c1Br)NC(c1cccs1)CC2C(F)(F)F (stereo unspecified)
36. Cc1ccc(-c2nc3ncccc3o2)cc1NC(=O)COc1ccc(C(C)C)cc1

assay / entry	27	28	29	30	31	32	33	34	35	36
GLS inh	-12%	4%	-14%	2%	-12%	10%	1%	-5%	10%	-20%
JMJD2A Tudor inh	-14%	-1%	-27%	-7%	-7%	?	-6%	-6%	-10%	-17%
G9a block	23%[2.33 µM]	?	50µM*	?	68%[activator]	50µM*	.	-2%[0.501 µM]	-3%	14µM*
PI4K2A inh	2	0	-4	3	-2	3	6	1	4	-4
Pin1 inh	-2%	-4%	-13%	12%	-1%	-1%	4%	17%	2%	68%[activator]
ERG Ets-DNA blk	-7%	0%	12%	.	0%	-9%	8%	20%	-3%	-10%
HP1b chromo inh	70%[activator]	26%	6%	23%	24%	-20%	25%	41%[activator]	36%	32%
BAZ2B block	9%	2%	-23%	8%	-4%	-2%	.	-33%	-30%	-6%
Tb PGK inh	-13%	-1%	-4%	.	-4%	2%	-8%	i	4%	9%

37. COc1cc(C(=O)Nc2ccc(-c3nnc(-c4ccco4)o3)cc2)cc(OC)c1OC
38. Cc1c(NC(=O)c2cc(-n3cnnc3)ccc2Cl)cccc1-c1nc2ccccc2o1
39. COC(=O)CNC(c1ccccc1)c1cc(Br)ccc1NC(C)=O (stereo unspecified)
40. O=C(CSc1nnnn1C1CC2C=CC1C2)Nc1ccc(C(=O)O)cc1 (stereo unspecified)

assay / entry	37	38	39	40
GLS inh	3%	9%	-13%	6%
JMJD2A Tudor inh	-2%	-10%	15%	-5%
G9a block	34%	2.5µM*	27%	0%[0.501 µM]
PI4K2A inh	0	-5	-21	-4
Pin1 inh	7%	?	0%	1%
ERG Ets-DNA blk	-4%	15%	-12%	8%
HP1b chromo inh	25%	14%	28%	7%
BAZ2B block	-6%[57.1 µM]	-5%	-11%	8%
Tb PGK inh	10%	0%	7%	-9%

Bioassay records (PubChem)

Compounds as they come; 11% or so of the library scored in one or more.
